High-throughput results as filed in PubChem BioAssay.
PI5P4Ka inh: inhibitors of human PI5P4K alpha | PI5P4Kalpha enzyme, ADP-Glo luminescence, 60 min; active compounds read low | max response, % | actives 1.2% (n = 330,000); active means max response of -50% or lower; inconclusive means between -30% and -50%; inactive means -30% or higher; further: value at the top dose of about 77 µM; on the % scale 0 is the no-effect control and ±100 the full control effect
Target sequence (P48426 whole entry, looked up): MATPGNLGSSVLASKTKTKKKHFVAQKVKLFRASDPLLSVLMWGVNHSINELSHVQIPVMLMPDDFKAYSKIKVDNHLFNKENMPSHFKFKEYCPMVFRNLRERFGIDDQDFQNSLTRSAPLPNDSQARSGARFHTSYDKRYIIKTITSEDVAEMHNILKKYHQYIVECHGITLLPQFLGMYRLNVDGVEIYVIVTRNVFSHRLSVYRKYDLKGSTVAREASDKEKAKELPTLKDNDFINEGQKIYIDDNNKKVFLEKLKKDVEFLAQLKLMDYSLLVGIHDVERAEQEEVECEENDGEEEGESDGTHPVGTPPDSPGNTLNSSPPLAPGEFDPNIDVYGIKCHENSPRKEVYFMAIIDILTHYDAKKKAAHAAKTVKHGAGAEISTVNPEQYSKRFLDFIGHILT
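Reactions run in 0.038 M HEPES pH 7.4, 0.28 mM EGTA, 0.1% CHAPS and 5% DMSO, with PI5P4Kalpha, substrate, compound and 5 microM ATP final, one hour at room temperature. Readout is ADP-Glo luminescence.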
WRN inhibitor: inhibitors of human WRN helicase; Potency, µM (top dose mostly 114 µM), without a hit: at the top dose activity change, negative = inhibition, usual class: inhibitors; actives 0.46% (n = 360,000); WRN helicase unwinding, fluorescent forked duplex, kinetic; AID 651768; further: potency means the concentration at half of the fitted maximal effect; on the % scale 0 is the no-effect control and ±100 the full control effect; nearly all actives have a fitted effect of over 55% in size
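Fluorescence dequenching readout, ex 525 nm/em 598 nm, kinetic mode: forked duplex DNA (100 nM final) with adjacent fluorophore and quencher unwound by WRN (20 nM final) with 2 mM ATP. Compound preincubation 15 min, room temperature.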
Abeta rescue: A-beta toxicity reversal in yeast. actives 0.063% (n = 410,000). yeast expressing A-beta42, growth rescue, OD600, 48 h; response scale: 0% DMSO, 100% iron-clioquinol control. Potency, µM (series often up to 46.1 µM), inactives show at the highest dose growth rescue, usual class: activators. AID 1347071; further: potency means the concentration at half of the fitted maximal effect; nearly all actives have a fitted effect of over 55% in size
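Yeast growth medium received pinned compounds, then yeast cells expressing toxic A-beta were added; plates incubated at 30 C for 48 hr. Growth read as absorbance at 600 nm, normalized to DMSO and equimolar FeCl3 plus clioquinol controls.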
FUS suppressor: rescues growth of FUS-expressing yeast. actives 0.24% (n = 390,000). S. cerevisiae FUS-expressing, growth rescue, OD600, 24 h. Potency, µM (titrated, usually from 76.6 µM), for inactives: at the highest dose growth rescue (activation), most hits filed as activators. AID 1347120;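 further: potency means the concentration at half of the fitted maximal effect; plate controls were DMSO vehicle for no effect and reference control for full effect; nearly all actives have a fitted effect of over 55% in size; some results filed as inactive show a strong effect at the top dose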
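Yeast expressing FUS under galactose induction, OD 0.005 in 2% galactose medium; compounds in a dilution series, 24 h at 30C. Growth rescue by absorbance at 600 nm; CP55940 positive control, DMSO negative.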
IL-2 act: activators of IL-2. actives 0.065% (n = 360,000). IL-2 activation reporter assay, cell-based qHTS; stimulated with anti-CD3/CD4/CD28 beads; in transgenic mouse T cells. activation, % (series mostly up to about 46 µM); in the data active means activation above about 50%; inconclusive means mostly about 30% to 49%; further: 0% is about no effect
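Using fluorescent plate cytometry, EGFP and DsRed are detected in transgenic mouse T cells stimulated 18 h at 37 degrees C with antibody-coated beads after 60 min compound pretreatment.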
EPAC1 ag: EPAC1 (human) agonism. O95398. EPAC1 agonist qHTS, biochemical assay; response scale: 100% = response to 6.5 mM cAMP. Potency, µM (doses to about 154 µM), for inactives: at the top dose activation, most hits filed as activators. actives 0.073% (n = 360,000). AID 720707; further: potency means the concentration at half of the fitted maximal effect; nearly all actives have a fitted effect of over 60% in size
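EPAC1 100 nM, Rap1B–BODIPY-GDP 250 nM, unlabeled GDP 50 uM; compound titration; 5 min RT; kinetic read ex480/em540 at 5-min intervals ×30 min; data normalized to 6.5 mM cAMP agonist control.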
PLK1 PBD block: blocks phosphopeptide binding to human PLK1 polo-box domain | AID 720504 | actives 2.8% (n = 360,000) | Plk1 PBD binding of FITC phosphopeptide, fluorescence polarization | P53350 | Potency, µM, inactives show max response, negative = inhibition, hits mostly inhibitors; further: potency means the concentration at half of the fitted maximal effect; series mostly up to about 57 µM; on the % scale 0 is the no-effect control and ±100 the full control effect; nearly all actives have a fitted effect of over 65% in size
Target sequence (P53350 whole entry, looked up, the tested form may be a part): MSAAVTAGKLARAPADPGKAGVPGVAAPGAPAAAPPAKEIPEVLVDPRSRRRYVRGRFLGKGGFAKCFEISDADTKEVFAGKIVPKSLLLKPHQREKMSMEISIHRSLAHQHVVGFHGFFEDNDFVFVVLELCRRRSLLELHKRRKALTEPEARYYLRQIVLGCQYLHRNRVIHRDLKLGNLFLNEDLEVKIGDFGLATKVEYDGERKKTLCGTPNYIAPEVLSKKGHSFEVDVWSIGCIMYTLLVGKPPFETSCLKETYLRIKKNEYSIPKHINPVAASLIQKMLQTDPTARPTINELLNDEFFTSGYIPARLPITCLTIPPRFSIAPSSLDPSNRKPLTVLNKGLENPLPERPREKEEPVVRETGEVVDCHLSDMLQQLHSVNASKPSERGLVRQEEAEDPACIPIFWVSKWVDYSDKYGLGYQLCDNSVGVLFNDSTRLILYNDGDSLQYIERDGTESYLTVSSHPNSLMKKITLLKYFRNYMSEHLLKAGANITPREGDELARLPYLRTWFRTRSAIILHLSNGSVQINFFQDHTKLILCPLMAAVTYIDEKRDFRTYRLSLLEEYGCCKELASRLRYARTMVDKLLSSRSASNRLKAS
EPAC1 antagonist: blocks human EPAC1 exchange factor; EPAC1 GEF assay, Rap1b-BODIPY-GDP exchange fluorescence; Potency, µM (doses to about 115 µM), inactives show at the top dose activity change, negative = inhibition, hits mostly inhibitors; actives 0.14% (n = 360,000);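 further: potency means the concentration at half of the fitted maximal effect; plate controls were vehicle for no effect and positive control for full effect; nearly all actives have a fitted effect of over 50% in size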
* = called active by the depositor; ? = inconclusive; / = not tested or not shown; & = joins results of further samples; [ ] = dose if it differs, or a comment. Unless noted, the call rests on the fitted dose curve; in most records, active means well fitted curve in the direction sought with a large enough effect; inconclusive means small, poorly fitted or top-dose-only effect, or another doubt; inactive means no such curve, though single readings can be large; an effect the other way counts as inactive or inconclusive. No enrichment for hits. About 4.1% of those tested had a hit in this group.

(1) O=S1(=O)CCOC[C@H](CC2CCCCC2)N1Cc1cccc(Cl)c1
(2) C=CCNC(=O)COc1coc(CN2CCN(Cc3ccccc3)CC2)cc1=O
(3) Cc1ccc(Oc2ccc(C(=O)NCc3ccncc3)cc2)cc1
(4) COc1ccc(-c2cc(C(=O)NCCN3CCOCC3)c3cc(C(C)C)ccc3n2)cc1
(5) CCOc1ccc2nc(SC3CC(=O)N(c4ccc(OC)cc4)C3=O)sc2c1 (stereo not drawn)
(6) O=C(NCCCc1ccccc1)N1CCOCC1
(7) CCOC(=O)Cc1cc(=O)[nH]c(/N=C(\N)Nc2ccc(OC)cc2)n1
(8) CCOCC(=O)Nc1ccc(-c2cn3cccnc3n2)cc1
Compound	1	2	3	4	5	6	7	8
PI5P4Ka inh	17	-1	-6	2	-3	-4	-9	/
WRN inhibitor	-6%	2%	-27%[57.1 µM]	-6%	0%	-3%	-4%	-18%
Abeta rescue	0%	-1%	-10%	15%	17%	4%	-6%	-7%
FUS suppressor	14%	10%	14%	0%	5%	-31%	19%	6%
IL-2 act	-0.5	-1.9	-3.9	-4.7	-4.6	-3.2	-1.0	0.3
EPAC1 ag	-9%	4%	-1%	5%	8%	0%	8%	-5%
PLK1 PBD block	-13%	-2%	-6%	-29%	-11%	0%	-10%	-5%
EPAC1 antagonist	-26%	9%	-25%	9%	-7%	1%	-13%	12%

(9) OCCCn1c(C(CO)Nc2nc(-c3ccc(Cl)cc3)cs2)nc2ccccc21 (stereo not drawn)
(10) CCC(C)[C@H](NC(=O)Nc1ccc(S(N)(=O)=O)cc1)C(=O)O (stereo partly drawn)
(11) CNC(=O)c1cc2c(ccc3ccccc32)o1
(12) CN1C(=O)C(C)(C)c2cc(S(=O)(=O)N3CCCCCC3)ccc21
(13) O=C(CCC(=O)NNc1nc2ccccc2c2nc(-c3ccccc3)nn12)NCCCN1CCCC1=O
(14) COc1ccc(CN(C)c2ccc(S(=O)(=O)N3CCN(C)CC3)cc2[N+](=O)[O-])cc1OC
(15) NNC(=O)c1ccc(Cn2cc(Cl)cn2)cc1
(16) CC(OC(=O)CNC(=O)c1ccccc1F)C(=O)Nc1nc(-c2ccccc2)cs1 (stereo not drawn)
Compound	9	10	11	12	13	14	15	16
PI5P4Ka inh	15	-4	-2	0	8	2	-6	1
WRN inhibitor	-9%	-6%	3%	3%	8%	-21%	12%	-4%
Abeta rescue	-3%	-1%	-8%	2%	-6%	-8%	0%	-4%
FUS suppressor	11%	/	-18%	-15%	21%	/	/	/
IL-2 act	-0.6	2.0	-4.3	-1.3	-0.6	-4.2	0.9	-3.5
EPAC1 ag	-10%	2%	7%	-25%	7%	7%	6%	0%
PLK1 PBD block	-6%	2%	1%	-5%	-1%	0%	-9%	5%
EPAC1 antagonist	-20%	-16%	-21%	0%	1%	-23%	-13%	-7%

(17) N#Cc1ccccc1S(=O)(=O)N1CCN(C(=O)CCc2ccccc2)CC1
(18) Cc1nn(Cc2ccc(C(=O)Nc3ccccc3F)cc2)c(C)c1Cl
(19) CCCOc1ccc(C(=O)NC(=S)N2CCN(c3ncc4c(=O)c(C(=O)O)cn(CC)c4n3)CC2)cc1
(20) COc1ccc(/C=N/NC(=O)CC#N)cc1Oc1nc(Cl)ncc1F
(21) Cc1ccc(NC(=O)C/C(N)=N/O)cc1Cl
(22) Cc1cc2oc(=O)cc(CN3CCCCC3)c2cc1O
(23) CCNc1nnc(SCC(=O)NC2CCCCCC2)s1
(24) OCCNc1c2ccccc2nc2ccccc12
Compound	17	18	19	20	21	22	23	24
PI5P4Ka inh	5	-4	-7	2	0	5	3	-5
WRN inhibitor	2%	0%	9%	3%	1%	11%	1%	-4%[11.6 µM]
Abeta rescue	8%	-4%	-9%	-19%	-1%	-8%	-2%	-19%
FUS suppressor	4%	-3%	-11%	3%	16%	-34%	24%	1%
IL-2 act	0.3	0.4	-1.2	0.0	0.5	-0.4	-2.2	-1.0
EPAC1 ag	8%	3%	4%	-2%	-2%	2%	10%	-5%
PLK1 PBD block	5%	-5%	?	-11%	4%	-8%	-13%	-2%
EPAC1 antagonist	-3%	-12%	13%	-1%	18%	-25%	-11%	-5%

(25) O=C(Oc1cccc2ccccc12)c1ccco1
(26) Clc1cccc(Cl)c1CSc1nnc(-c2sccc2-n2cccc2)o1
(27) Fc1ccc(NCc2nnc(SCc3nnc(-c4ccccc4)o3)n2Cc2ccccc2)cc1
(28) CCOC(=O)C1CCCN(C(=O)c2ccccc2SCCOC)C1 (stereo not drawn)
(29) OCCN1CCOCCN(CCO)CCN(CCO)CC1
(30) Cc1ccc(S(=O)(=O)N2CCOCC2)cc1NC(=O)CSc1nnc2n1CCCCC2
(31) O=C(CSc1ncn[nH]1)NCCc1ccc(Cl)cc1
(32) CCn1cc(C2C(C(=O)Nc3ccc(Br)cn3)=C(C)NC3=C2C(=O)CCC3)c(C)n1 (stereo not drawn)
Compound	25	26	27	28	29	30	31	32
PI5P4Ka inh	/	5	-19	/	0	-1	4	4
WRN inhibitor	-1%	-36%	1%	-3%[57.1 µM]	1%	2%	4%	2%
Abeta rescue	25%	6%	17%	17%	9%[9.22 µM]	-8%	-5%	-6%
FUS suppressor	28%	-10%	42%	-4%	-43%[inhibitor]	0%	27%	18%
IL-2 act	-3.1	-0.1	-3.1	0.0	1.0	0.2	1.1	-1.4
EPAC1 ag	10%	13%	14%	1%	-3%	13%	0%	-1%
PLK1 PBD block	-7%	-14%	-8%	?	3%	-1%	-23%	-8%
EPAC1 antagonist	-2%	-17%	-5%	3%	6%	-15%	17%	-6%

Brought forward from above: 2 entries, then new ones.
(31) O=C(CSc1ncn[nH]1)NCCc1ccc(Cl)cc1
(32) CCn1cc(C2C(C(=O)Nc3ccc(Br)cn3)=C(C)NC3=C2C(=O)CCC3)c(C)n1 (stereo not drawn)
(33) O=C(CCN1C(=O)C2CCCCC2C1=O)Nc1ccc(F)c(F)c1F (stereo not drawn)
(34) CCC(C)(C)n1nnnc1C(c1cc2cccc(C)c2[nH]c1=O)N1CCN(C(=O)c2ccco2)CC1 (stereo not drawn)
(35) CCCN(C)C[C@@H]1OCc2cnnn2CCCC(=O)N([C@H](C)CO)C[C@H]1C
(36) CC(=O)N1CCCC1(C(=O)O)c1ccccc1 (stereo not drawn)
(37) Cc1nnc(SC(C)C(=O)Nc2ccc3c(c2)OCCO3)s1 (stereo not drawn)
(38) COc1cccc(-c2csc(/C(C#N)=C/Nc3cc4oc5ccccc5c4cc3OC)n2)c1
(39) COCCN(C(=O)COC(=O)CCS(=O)(=O)c1ccccc1)c1c(N)n(Cc2ccccc2)c(=O)[nH]c1=O
(40) CCOC(=O)CSC1=NC(=O)/C(=C/c2ccc(OC)cc2)S1
Compound	31	32	33	34	35	36	37	38	39	40
PI5P4Ka inh	4	4	5	/	-4	0	/	-7	2	-51*
WRN inhibitor	4%	2%	-8%	1%	10%	2%	-5%	1%	3%	50µM*
Abeta rescue	-5%	-6%	-6%	12%	0%	-15%	5%	-15%	8%	-49%[inhibitor]
FUS suppressor	27%	18%	6%	18%	-13%	11%	0%	0%	4%	/
IL-2 act	1.1	-1.4	1.0	1.9	-2.5	6.1	0.3	15	-5.8	-2.9
EPAC1 ag	0%	-1%	-2%	6%	-26%	6%	0%	-1%	11%	13%
PLK1 PBD block	-23%	-8%	-5%	1%	-8%	0%	-4%	-2%	-10%	2.7µM*
EPAC1 antagonist	17%	-6%	0%	12%	-4%	2%	5%	-5%	9%	-15%

Given field by field: entries from further up
(36) CC(=O)N1CCCC1(C(=O)O)c1ccccc1 (stereo not drawn)
  PI5P4Ka inh: 0
  WRN inhibitor: 2%
  Abeta rescue: -15%
  FUS suppressor: 11%
  IL-2 act: 6.1
  EPAC1 ag: 6%
  PLK1 PBD block: 0%
  EPAC1 antagonist: 2%
(3) Cc1ccc(Oc2ccc(C(=O)NCc3ccncc3)cc2)cc1
  PI5P4Ka inh: -6
  WRN inhibitor: -27%[57.1 µM]
  Abeta rescue: -10%
  FUS suppressor: 14%
  IL-2 act: -3.9
  EPAC1 ag: -1%
  PLK1 PBD block: -6%
  EPAC1 antagonist: -25%
(34) CCC(C)(C)n1nnnc1C(c1cc2cccc(C)c2[nH]c1=O)N1CCN(C(=O)c2ccco2)CC1 (stereo not drawn)
  PI5P4Ka inh: /
  WRN inhibitor: 1%
  Abeta rescue: 12%
  FUS suppressor: 18%
  IL-2 act: 1.9
  EPAC1 ag: 6%
  PLK1 PBD block: 1%
  EPAC1 antagonist: 12%

(continued)
(41) CC(C(=O)Nc1ccc(C#N)cc1)N(C)CC(=O)N(C)c1c(N)n(Cc2ccccc2)c(=O)[nH]c1=O (stereo not drawn)
(42) CCn1c(C)nc2cc(N)ccc21
(43) CCOc1ccc(CCNC(=O)CCCn2c(=O)c3cccn3c3cccnc32)cc1OCC
(44) COc1cccc(/C=C/C(=O)Nc2ccc(OC)nc2)c1
(45) CC1CC(C)CN(CC(=O)c2c[nH]c3ccccc23)C1 (stereo not drawn)
(46) Cc1nn(C)c(C)c1CN(C)C(=O)c1nn2c(c1Br)NC(c1cccs1)CC2C(F)(F)F (stereo not drawn)
(47) O=C(NCCN1CCOCC1)C1CCN(S(=O)(=O)N2CCCCC2)CC1
(48) COc1ccc(C(CNC(=O)Nc2ccc(Cl)cc2)N2CCN(C)CC2)cc1 (stereo not drawn)
(49) CCCCCNC(=O)C(c1ccncc1)n1c(=O)c(-c2ccco2)nc2ccccc21 (stereo not drawn)
(50) C=CC[C@@H](Cc1ccc(F)cc1)C(=O)OC[C@H]1CCCN1C(=O)[C@@H](CC=C)CC(=O)N[C@@H](CO)Cc1ccccc1
(51) Cc1ccc(NC(=O)CSC2=C(C#N)C(c3ccco3)C3=C(CC(C)(C)CC3=O)N2)cc1 (stereo not drawn)
Compound	41	42	43	44	45	46	47	48	49	50	51
PI5P4Ka inh	0	1	-2	4	-1	7	/	3	?	19	-2
WRN inhibitor	8%	-9%	-1%	-4%	10%	-1%	-11%	-2%	0%	-4%	-4%
Abeta rescue	5%	9%	-1%&-7%	0%	-5%	-9%	5%	4%	-10%	1%	-4%
FUS suppressor	-1%	15%	-11%&-10%	/	5%	?	-10%	-13%	?	?	?
IL-2 act	-0.1	0.6	-0.5	1.8	0.0	-4.7	-2.2	-5.3	0.5	-0.2	-3.7
EPAC1 ag	4%	16%	-17%	7%	3%	0%	3%	-14%	-3%	-13%	13%
PLK1 PBD block	-14%	-5%	6%	-3%	-4%	?	1%	-6%	?	0%	-5%
EPAC1 antagonist	1%	14%	0%	9%	9%	-10%	-7%	4%	-11%	-16%	-3%
